Bioassay records from PubChem.
Fam108B inh – counter-screen for RBBP9 inhibitors: inhibitors of mouse Fam108B | recombinant Fam108B, FP-Rh probe fluorescence polarization | inhibition, % at 9.51 µM | actives 0.33% (n = 300,000) | AID 1947;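 active = inhibition above the screen mean inhibition plus 3 SD, computed separately per campaign, cut at about 18% in these data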;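 also: inhibitors lower polarization as less probe binds the enzyme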
VLA-4 inh – inhibition in a human VLA-4 binding assay | VLA-4 expressing cells, ligand binding flow cytometry | inhibition, % (about 7 µM as worked out from the volumes in the protocol) | actives 0.2% (n = 330,000); in the data active = inhibition above about 50%
Efflux pump inh – blocks antifungal efflux pumps in multiplex yeast assay | actives 0.44% (n = 330,000) | S. cerevisiae Candida pump triplex, Nile Red efflux | inhibition, % at 10 µM;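 active = plate passing quality check with inhibition over a set limit, or well fluorescence over plate mean plus 4 SD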;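 also: Nile Red retained in pooled yeast measured as flow cytometry median fluorescence; 0% = buffer negative control and 100% = Enniatin B positive control; higher means more Nile Red kept so more efflux inhibition; some compounds called inactive have numbers as strong as hits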
MCL1 BIM primary – inhibitors of human MCL1 binding to BIM-BH3 peptide. inhibition, % at 10.9 µM. actives 0.68% (n = 320,000). Q07820. GST-MCL1 / FITC-Bim-BH3 fluorescence polarization;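 active = inhibition above the mean inhibition of all tested compounds plus 3 SD, set per campaign, cut at about 40% in these data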;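 also: 0% = DMSO wells and 100% = unlabeled Bim-BH3 peptide control; higher means more loss of mP so more displacement of Bim peptide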
GLD-1 RNA inh – GLD-1-TGE RNA interaction inhibition (C. elegans); purified GLD-1 + fluorescein TGE RNA, fluorescence polarization; actives 0.44% (n = 320,000); inhibition, % at 5.96 µM; Q17339;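 active = percent inhibition above a per-plate cutoff, the plate mean of test compounds plus 3 SD, cut at about 30% in these data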;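 also: 0% = DMSO wells with GLD-1 and probe and 100% = wells lacking GLD-1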
Target sequence (Q17339 whole entry, looked up): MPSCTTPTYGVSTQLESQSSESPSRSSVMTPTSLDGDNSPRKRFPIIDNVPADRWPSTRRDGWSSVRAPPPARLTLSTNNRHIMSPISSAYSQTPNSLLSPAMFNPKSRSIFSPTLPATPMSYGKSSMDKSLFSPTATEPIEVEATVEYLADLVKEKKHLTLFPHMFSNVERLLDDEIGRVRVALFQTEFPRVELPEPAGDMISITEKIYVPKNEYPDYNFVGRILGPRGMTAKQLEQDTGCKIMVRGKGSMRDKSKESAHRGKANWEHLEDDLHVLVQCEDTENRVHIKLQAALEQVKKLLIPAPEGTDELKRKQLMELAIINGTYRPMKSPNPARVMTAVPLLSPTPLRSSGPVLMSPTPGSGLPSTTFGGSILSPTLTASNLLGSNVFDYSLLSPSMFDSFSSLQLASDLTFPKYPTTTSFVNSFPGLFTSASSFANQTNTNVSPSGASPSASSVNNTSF
Bcl-xL primary – inhibitors of human Bcl-xL; AID 2129; GST-Bcl-xL / FITC-Bim BH3 peptide fluorescence polarization; actives 0.7% (n = 320,000); Q07817; inhibition, % at 10.9 µM;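 active = inhibition above the mean of all tested compounds plus 3 SD, cutoff set per campaign, cut at about 30% in these data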;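 also: 0% = DMSO wells and 100% = unlabeled Bim-BH3 peptide competitor; inhibitors lower millipolarization by displacing the labeled peptide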
Target sequence (Q07817 whole entry, looked up): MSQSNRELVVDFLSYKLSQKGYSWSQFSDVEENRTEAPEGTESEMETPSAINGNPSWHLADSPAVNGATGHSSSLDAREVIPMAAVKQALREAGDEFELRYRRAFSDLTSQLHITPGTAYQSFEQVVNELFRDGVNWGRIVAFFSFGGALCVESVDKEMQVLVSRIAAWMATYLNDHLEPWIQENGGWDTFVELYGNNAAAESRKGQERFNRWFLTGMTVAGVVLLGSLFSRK
GRK2 aptamer HTS – inhibitors of human GRK2 displacing RNA aptamer; P25098; bead flow cytometry, FAM-aptamer displacement from GRK2; inhibition of aptamer binding, % at 10 µM; actives 0.59% (n = 330,000);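 active = inhibition of aptamer binding above 40%, roughly 3 SD of noise, on plates passing a quality check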;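 also: median bead fluorescence of bound FAM aptamer so fluorescent compounds give negative values; no value below 0 was filed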
PME-1 inh – blocks human protein phosphatase methylesterase 1; Q9Y570; recombinant PME-1, FP-Rh probe fluorescence polarization; inhibition, % at 5.9 µM; actives 0.53% (n = 320,000); AID 2130;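 active = inhibition above the campaign mean of all compounds plus 3 SD, cut at about 26% in these data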;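 also: competitive labeling of PME-1 active site by serine hydrolase directed probe; 0% = PME-1 with DMSO and 100% = wells lacking PME-1 enzyme; inhibitors block probe labeling so polarization falls and inhibition rises; many of its hits are not listed in these tables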
Target sequence (Q9Y570 whole entry, looked up): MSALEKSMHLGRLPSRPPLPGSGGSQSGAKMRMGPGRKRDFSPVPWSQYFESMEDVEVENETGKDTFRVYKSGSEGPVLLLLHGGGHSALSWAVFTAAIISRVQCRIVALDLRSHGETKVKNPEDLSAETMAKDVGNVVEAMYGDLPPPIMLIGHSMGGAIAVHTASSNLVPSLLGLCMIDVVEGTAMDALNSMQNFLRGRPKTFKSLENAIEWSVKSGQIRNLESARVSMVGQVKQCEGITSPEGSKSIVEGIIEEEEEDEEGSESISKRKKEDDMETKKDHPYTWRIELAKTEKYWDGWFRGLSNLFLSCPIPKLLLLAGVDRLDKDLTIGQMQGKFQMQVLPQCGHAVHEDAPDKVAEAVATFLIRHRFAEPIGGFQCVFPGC
MEX-5 binding – C. elegans MEX-5 TCR-2 RNA binding activity. activity score (negative = inhibition of binding), % at 10 µM. actives 0.38% (n = 300,000). MEX-5/FITC-TCR2 RNA binding, fluorescence polarization; hits give low values. AID 1832;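 active = inhibition past about -25% in most replicates, and total fluorescence under double the plate's negative control median, limit read from the data; inconclusive = replicates evenly split on the limit, or fluorescence at least double controls; inactive = too little inhibition in most replicates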;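 also: 0% = DMSO and -100% = 5 µM competing unlabeled TCR2 RNA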
Active calls of the source: *; ? = inconclusive; / = no result given.

SMILES	Fam108B inh	VLA-4 inh	Efflux pump inh	MCL1 BIM primary	GLD-1 RNA inh	Bcl-xL primary	GRK2 aptamer HTS	PME-1 inh	MEX-5 binding
CC(C)Oc1ccc(S(=O)(=O)N2CCOCC2)cc1NC(=O)c1ccc(N2CCCC2=O)cc1	1	-23	0.1	-4	-4	-4	0	-1	1.0
Cc1cc(S(=O)(=O)n2ccnc2)c(Cl)cc1Cl	-5	3	0.1	0	4	0	1	6	-0.7
COc1cccc(CN2CCN(Cc3ccc4c(NC(C)=O)cccc4n3)CC2CCO)c1 (stereo not given)	2	1	-0.1	13	5	11	0	3	0.5
CC12CCC(C(=O)Nc3cc(Cl)ccc3Cl)(C(Br)C1=O)C2(C)C (stereo not given)	-1	-18	-0.1	4	6	1	4	-7	1.6
CCOc1ccc(CNC(=O)Cn2c(=O)c3cccn3c3ccccc32)cc1	-5	-122	-0.1	3	2	4	2	4	-2.1
COc1ccc(C(=O)NC(=S)Nc2ccc(CN3CCOCC3)cc2)cc1OC	-2	-4	0.2	5	-8	4	2	2	-0.1
CCc1ccc(NC(=O)c2cnccn2)cc1	4	10	-0.2	6	2	3	1	-1	1.2
COc1cccc(-c2coc3cc4oc(=O)c(CCC(=O)O)c(C)c4cc23)c1	-1	1	-0.1	17	3	25	2	0	0.4
COC(=O)c1cccc(NC(=S)Nc2ccccc2Cl)c1	4	-2	-0.1	1	3	-2	3	-14	1.6
COCc1n[nH]c(=S)n1-c1ccccc1	-3	-2	0.1	-12	-3	-13	1	-3	1.7
O=C(CSc1ncnc2c1nnn2Cc1ccccc1)NC1CCCCC1	5	15	0.0	0	1	8	14	6	-2.3
COc1cc(/C=N/NC(=O)c2cccnc2)ccc1OCC(=O)Nc1ccccc1Cl	-24	-2	0.1	-13	-2	-7	0	-5	1.1
C=CCn1c(SCC(=O)c2[nH]c(C)c(C(=O)OCC)c2C)nc2scc(-c3ccc(OC)c(OC)c3)c2c1=O	0	-140	-0.1	4	-3	5	0	-6	-8.3
COc1cc(OC)c(C(=O)OC(C)C(=O)Nc2cccc(C(F)(F)F)c2)cc1OC (stereo not given)	2	-15	-0.2	3	-6	4	0	-10	-0.1
C/C(=N\NS(=O)(=O)c1ccc(Br)cc1)c1ccc2c(c1)OCO2	4	17	0.1	-2	-5	1	22	3	-0.8
COC(=O)/C(=C/Nc1cccc2ccccc12)[N+](=O)[O-]	5	4	0.0	3	-2	5	0	3	-0.5
O=C(c1ccc(NS(=O)(=O)c2ccc3[nH]c(=O)[nH]c3c2)cc1)N1CCN(c2ccccc2O)CC1	-2	6	-0.1	-1	2	4	1	-1	1.0
CCOC12NC(=O)CC(=O)N1C(c1ccccc1)=CS2 (stereo not given)	-6	-4	-0.1	4	0	1	0	-7	-1.0
O=C(Nc1ccccn1)C1(c2ccccc2)CCCC1	2	7	-0.1	-1	5	1	1	3	-0.4
O=C(NCc1ccc2c(c1)OCO2)Nc1ccc(Cl)cc1	0	8	-2.2	-2	6	1	0	1	4.1
Cc1ccc(S(=O)(=O)N2CCN(Cc3ccsc3)CC2)cc1	1	10	-0.1	3	1	5	0	1	-0.7
COc1ccc(N=Nc2cc(-c3ccccc3)ccc2O)cc1	10	3	-0.1	10	-1	6	5	3	0.8
COc1cc(OC)nc(NC(C)=O)n1	1	-6	-0.4	4	1	3	0	0	1.7
CC1=C(C)CC(C(=O)NNC(=O)c2ccccc2)C(C(=O)O)C1 (stereo not given)	-1	13	-0.3	3	-6	3	1	-2	-1.2
Cc1cccc(N(C)S(=O)(=O)c2ccc3c(c2)C(C)(C)C(=O)N3C)c1	1	-16	-0.2	6	2	0	0	5	-3.4
Cc1ccc(C)c(NC(=S)N/N=C/C(C)c2ccccc2)c1 (stereo not given)	-2	-1	0.3	-2	-4	1	0	-3	-0.4
O=C(c1ccc(-c2ccc([N+](=O)[O-])cc2)o1)N1CCCCC1	-1	-1	0.0	2	8	5	6	-3	0.6
COCCC(=O)N1CCC(Oc2ccc(C(=O)NC(C)CCn3cccn3)cc2)CC1 (stereo not given)	/	-3	0.0	/	/	/	0	/	-0.8
O=C(CCOc1ccccc1)Nc1ccc(S(=O)(=O)Nc2ncccn2)cc1	/	-20	-0.1	8	7	3	0	0	/
CCOC(=O)C1CCCN(C(=O)/C=C/c2cc(OC)c(OC)c(OC)c2)C1 (stereo not given)	1	28	0.0	11	9	6	0	-5	1.7
C#Cc1ccc(CN2CCC(N3CCC(C(=O)NCc4ccccn4)CC3)CC2)cc1	-5	7	0.1	-2	-10	1	0	-8	-0.5
Cc1ccc(SCc2nc3ccccc3n2CC(=O)Nc2ccccc2)cc1	3	-13	0.3	-4	4	2	0	0	1.2
Cc1cc(O)ccc1N/C=C1\CCCC1=O	8	-4	0.3	-4	22	3	1	24	-0.8
O=C(NNC(=O)c1csc(N2CCOCC2)n1)c1ccc(Cl)nc1	0	17	0.0	6	7	5	4	-3	-3.9
COc1ccccc1C(=O)Nc1ccc(S(=O)(=O)Nc2cc(C)nc(C)n2)cc1	0	2	-0.1	1	3	5	0	-3	-1.6
COCCNC(=O)c1c[nH]c2ccc(S(=O)(=O)Nc3ccccc3F)cc2c1=O	-7	-7	0.1	5	-4	9	70*	-9	1.6
COc1ccc([N+](=O)[O-])cc1NC(=O)C(C)OC(=O)C1CCCC1 (stereo not given)	-5	-6	0.1	-6	-5	2	2	8	0.8
CCN(CC)CCCN1C(=O)c2oc3ccccc3c(=O)c2C1c1cccc(OC)c1OC (stereo not given)	-2	2	-0.1	11	1	9	0	3	-4.3
Cc1cccc2cc3c(N)c(C(=O)N4CCOCC4)sc3nc12	-1	-13	0.1	14	3	10	1	-3	-0.5
Cc1ccc(C=Nc2ccccc2C(N)=O)s1	-7	4	0.6	-1	2	-4	1	2	-0.3
O=S(=O)(NC1CCCCC1N1CCC(O)CC1)c1ccc(Cl)cc1 (stereo not given)	2	16	0.2	-1	-18	11	0	1	-4.3
CCCC(NC(=O)C(C)NC(=O)CO/N=C1\C=C2CCC3C4CCC(C(C)=O)[C@@]4(C)CCC3[C@@]2(C)CC1)C(=O)O (stereo not given in full)	/	0	0.1	/	/	/	1	/	-0.6
Cc1cccc(N(C(=O)c2ccc(Cl)cc2)C2CS(=O)(=O)CC2OC(=O)c2ccc(Cl)cc2)c1 (stereo not given)	-1	14	0.1	0	6	1	0	-4	-6.0
O=C1CC(N2CCOCC2)C(=O)N1c1ccc(Cl)cc1 (stereo not given)	1	9	0.0	4	2	2	5	3	0.3
O=C(CN1CCCCCC1)NC(c1ccccc1)c1ccccc1	-6	1	-0.1	4	-2	6	0	5	2.5
Cc1ccc(C)c(S(=O)(=O)N2CCCN(C)CC2)c1	-3	-2	-0.2	-1	7	5	0	2	1.9
COc1cc(/C=N/Nc2ccc(C(F)(F)F)cn2)ccc1O	0	3	0.1	-9	-2	3	0	23	1.7
Cc1ccc2cccnc2c1NC(=S)NC(=O)c1ccccc1	-2	-9	0.2	5	5	3	1	-4	-0.7
CCN(CC(=O)Nc1c(F)cccc1F)C(=O)CSc1nnc(-c2ccco2)n1CC	-1	13	-0.1	-2	1	-1	3	5	-3.9
CC(=O)c1ccc(S(=O)(=O)N(CCCO)Cc2cc3cc(C)ccc3[nH]c2=O)cc1	-6	-6	0.3	7	3	8	2	5	-2.6
O=C(CSc1ccc(-c2ccc(-n3cccn3)cc2)nn1)Nc1ccc([N+](=O)[O-])cc1	-4	-6	0.0	5	6	3	0	1	-3.0
CC(C)Cc1nnc(NC(=O)CCC(=O)NC2CCCCCC2)s1	0	18	0.0	1	3	4	0	0	0.2
COc1cc(C(=O)NCCC(=O)NC(C)C)cc(OC)c1OC	-2	1	-0.3	0	1	3	1	-1	-2.0
CCOC(=O)c1ccc(NC(=O)c2nc(SC)ncc2Cl)cc1	6	38	-0.1	-9	-5	-1	2	-22	0.0
CCOc1ccc(S(=O)(=O)NCCC(=O)N2CCCCCCC2)cc1	-3	0	-0.1	-1	1	1	0	-1	0.7
Cc1cccc(C(=O)Nc2c(C(=O)N(C)C)cnn2-c2ccccc2)c1	1	-3	-0.1	4	3	6	0	-1	0.4
Cc1ccc(/C=[N+](\[O-])c2ccccc2C)o1	5	1	0.0	-6	5	-2	2	3	0.1
O=C(CSc1ccc2nnc(-c3ccccn3)n2n1)Nc1ccccc1F	-1	23	-0.1	3	-1	1	4	3	-1.5
Cc1cccc(N2CCN(S(=O)(=O)c3ccc4c(c3)CCN4C(=O)CCC(=O)O)CC2C)c1 (stereo not given)	4	-4	0.1	2	-3	3	1	1	-0.9
CN1C=CC2=C(C#N)C(N)C(C#N)(C#N)C(c3ccccc3)C2C1 (stereo not given)	0	11	0.1	90*	46*	90*	0	7	?
Additional compounds:
SMILES	Fam108B inh	VLA-4 inh	Efflux pump inh	MCL1 BIM primary	GLD-1 RNA inh	Bcl-xL primary	GRK2 aptamer HTS	PME-1 inh	MEX-5 binding
CCOc1ccc(NC(=O)c2ccc(NC(=O)CN3C(=O)C(=O)N(CC(C)C)C3=O)cc2)cc1	2	-5	0.4	7	10	-2	0	-8	2.6
O=C(COC(=O)c1cccc(Cl)c1)NC(=O)NCc1ccccc1	/	-16	-0.1	/	7	/	2	/	/
CCOC(=O)c1c(NC(=O)CS(=O)(=O)c2cn(CC)c3ccccc23)sc2c1CCCC2	-8	14	0.1	6	3	3	0	-4	2.1
O=C(NC(=S)NCc1ccco1)c1ccc(Br)cc1	-2	-7	0.1	14	2	4	4	4	0.5
COc1cccc(C(=O)Nc2nnc(SCC(=O)Nc3ccc(NC(C)=O)cc3)s2)c1	3	2	-0.3	-3	5	0	0	-5	-1.8
CCN1C(=O)[C@H]2[C@H]3[C@H](O)[C@H](O)C/C(=N\OC[C@@H](C)[C@H](OCc4ccccc4)C(C)C)[C@@H]3CC[C@H]2C1=O	6	/	/	-5	6	-2	/	0	0.1
CC1CCCC(C)N1C(=O)c1cc2ncc(CCCl)cn2n1 (stereo not given)	2	9	0.8	0	-2	4	0	0	-1.9
CC1(C)CC(=O)C=C(c2cccc(CO)c2)C1	/	20	0.0	-2	-3	-1	2	6	/
Cn1ncc([N+](=O)[O-])c1C(=O)Nc1ccccc1	0	-2	0.0	0	-6	4	0	-3	0.5
COC(=O)C1=C(O)CSC1=Nc1ccccc1	-1	0	-0.1	1	-1	1	1	-5	-3.8
CCOc1ccc(NC(=O)CN(C)S(=O)(=O)c2cnc[nH]2)cc1	5	-11	-0.1	-6	2	1	2	-2	1.9
CCCCC(=O)N/N=C(\C)CC(=O)Nc1cc(Cl)ccc1OC	-2	0	0.1	-1	1	1	0	-2	-2.9
C/C(=N\NC(=S)Nc1cccc(C)c1)c1ccccc1	3	6	-0.1	11	2	9	0	3	-2.4
O=C(Cc1ccc(-n2cccc2)cc1)N1CCc2ccccc21	-5	11	0.1	-3	0	-2	1	0	3.8
CN(c1ccc(C(=O)NCCSC(C)(C)C)cc1)S(C)(=O)=O	-2	-6	-0.1	1	3	5	0	-1	0.2
COc1ccc(CNC(=O)c2cc(S(=O)(=O)N3CCCC3)cn2C)cc1	3	0	0.0	6	-7	8	0	5	-2.0

Not all compounds are listed; count on the stated rates, not on these rows.
